Source: PubChem (several laboratories)
Arr AP2 block = human beta-arrestin and AP2 interaction inhibition; FITC-arrestin peptide / GST-AP2 beads, flow cytometry; AP2 beta2 appendage carries R879A mutation; inhibition, % at 10 µM; hit rate 0.31% among 340,000; AID 504490;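 active means inhibition above a set limit, near 3 SD of compounds lacking own fluorescence, cut at about 54% in these data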;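 further: plate controls were DMSO wells for no effect and 5 µM unlabelled arrestin peptide for full effect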
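System: GST-AP2 R879A bound to glutathione beads, E. coli-expressed. Also added: 50 nM FITC-arrestin peptide. Schedule: compound with beads 12 min RT, then probe 1 h RT. Signal: bead flow cytometry, FITC channel. Read-out basis: percent response.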
MOR-DOR ag = OPRM1-OPRD1 heterodimerization agonism. activation, % at 9.3 µM. hit rate 0.3% among 340,000. cells, luminescence; in the data active means activation above about 18%;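 further: 0% = vehicle-treated cells and 100% = reference agonist; values of inactives mirror those of a sister screen read the other way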
RTF Ca sens inh = cardiac RTF calcium desensitization. inhibition, % at 7.15 µM. hit rate 0.12% among 340,000. IANBD-labeled cardiac RTF, Ca2+ fluorescence;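 active means inhibition above the mean inhibition of all tested compounds plus 3 SD, cut at about 17% in these data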;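 further: assay run at fixed EC70 calcium of 1.6 mM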
V-ATPase pH = yeast V-ATPase proton transport regulation by pHLuorin | S. cerevisiae, pHLuorin cytosolic pH fluorescence | response, % at 10 µM | hit rate 0.37% among 350,000 | AID 504577; in the data active means response mostly above about 7.3%, no sharp cut-off; inactive means mostly below about 5.4%; further: actives read high; inactives centre near 0; some compounds called inactive have numbers as strong as hits; reference of the scale not given here
RTF Ca sens act = cardiac RTF calcium sensitization. P19429+P45379. IANBD-labeled TnC RTF fluorescence at EC20 calcium; 0% EC20 calcium, 100% full calcium. hit rate 0.24% among 340,000. activation, % at 7.2 µM;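 active means activation above the mean over all tested compounds plus 3 SD, cut at about 30% in these data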;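 further: rise in fluorescence read as greater calcium sensitivity of cardiac thin filaments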
Keap1-Nrf2 PPI = disrupts human Keap1 binding to Nrf2 peptide. Q14145. Keap1 Kelch-Nrf2 peptide fluorescence polarization, 1536-well. inhibition, % at 9.4 µM. hit rate 0.15% among 340,000. AID 504523; in the data active means inhibition above about 12%; inconclusive means no clear call, values can overlap the other calls; inactive means below about 7.3%;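 further: human Keap1 Kelch domain with fluorescein labeled Nrf2 9mer peptide probe; 0% = neutral control wells and 100% = peptide positive control; higher means more block of Keap1 binding to Nrf2 peptide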
Target sequence (Q14145 whole entry, looked up, the tested form may be a part): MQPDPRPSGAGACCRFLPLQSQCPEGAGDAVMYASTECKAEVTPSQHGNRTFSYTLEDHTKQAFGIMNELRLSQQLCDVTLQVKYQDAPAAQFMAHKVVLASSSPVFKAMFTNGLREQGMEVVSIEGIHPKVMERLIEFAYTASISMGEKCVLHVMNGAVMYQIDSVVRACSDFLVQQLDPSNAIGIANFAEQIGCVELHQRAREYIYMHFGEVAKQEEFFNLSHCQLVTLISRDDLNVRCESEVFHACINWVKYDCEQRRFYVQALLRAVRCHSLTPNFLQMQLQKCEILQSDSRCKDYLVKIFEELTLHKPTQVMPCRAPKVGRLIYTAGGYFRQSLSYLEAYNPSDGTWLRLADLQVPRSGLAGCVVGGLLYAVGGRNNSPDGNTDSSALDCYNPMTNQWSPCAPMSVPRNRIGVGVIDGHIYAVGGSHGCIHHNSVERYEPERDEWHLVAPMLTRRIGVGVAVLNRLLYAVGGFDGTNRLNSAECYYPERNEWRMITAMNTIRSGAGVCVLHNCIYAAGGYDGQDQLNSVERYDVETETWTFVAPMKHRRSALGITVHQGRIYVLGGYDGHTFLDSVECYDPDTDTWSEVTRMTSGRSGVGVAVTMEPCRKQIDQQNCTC
DSG3 Ab inh = blocks pemphigus antibody binding to human desmoglein-3; P32926; binding (percent of control), % at 10 µM; DSG3-coupled beads, scFv-anti-DSG3-GFP binding, flow cytometry; hits give low values; hit rate 0.48% among 310,000;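 active means binding more than 3 SD below its plate's average and above zero; inconclusive means below that plate limit but binding exactly zero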;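 further: hits lower antibody fragment binding to DSG3; some compounds called inactive have numbers as strong as hits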
OPRM1-OPRD1 inv = inverse agonists of human mu-delta opioid receptor heterodimerization. P35372+P41143. cell-based MOR-DOR heterodimer luminescence, inverse agonism. inhibition, % at 9.3 µM. hit rate 0.21% among 340,000. AID 504357; in the data active means inhibition above about 22%, passing the limit was not always enough;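 further: 0% = cells with DMSO and 100% = wells without cells with DMSO; values of inactives mirror those of a sister screen read the other way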
Wnt bcat act = activates Wnt/beta-catenin signaling in a reporter cell assay. AID 743398. activation, % at 9.35 µM. activator, plate reader. hit rate 1.2% among 300,000; in the data active means activation above about 30%, passing the limit was not always enough; inconclusive means no clear call, values can overlap the other calls;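 further: 0% = neutral control wells and 100% = positive control wells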
LANA DNA inh = inhibitors of KSHV LANA C-terminal domain DNA binding | MBP-C-LANA/FAM-LBS DNA binding, fluorescence polarization | inhibition, % at 9 µM | hit rate 0.078% among 340,000;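 active means highest replicate inhibition at or above 60% at 9 µM, even if other replicates fall short; inactive means all replicates below 60% inhibition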;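 further: 0% = neutral control wells and 100% = 4 µM acridine orange control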
* = called active by the depositor; u = inconclusive; x = not tested or not shown.

nr | Molecule | Arr AP2 block | MOR-DOR ag | RTF Ca sens inh | V-ATPase pH | RTF Ca sens act | Keap1-Nrf2 PPI | DSG3 Ab inh | OPRM1-OPRD1 inv | Wnt bcat act | LANA DNA inh
1 | C=CCN1C(=O)c2ccc(C(=O)N3CCN(S(=O)(=O)c4cccc(F)c4)CC3)cc2C1=O | 66* | 0.5 | -21 | 1 | -3 | 0 | 100 | -3 | -4 | 0.6
2 | CCCC(C)NC(=O)COC(=O)c1cc(Br)c(Br)s1 (stereo not drawn) | 2 | 1.8 | 2 | 0 | -4 | 3 | 97 | -10 | 0 | -1.2
3 | Cc1cccc2cc(CN(Cc3ccco3)C(=O)Nc3cccc(C#N)c3)c(Cl)nc12 | -4 | 1.2 | -8 | 0 | -3 | 3 | 121 | -5 | -4 | 0.6
4 | CC(=O)c1c(C(C)=O)c(C)n(NC(=O)c2ccccc2Cl)c1C | -1 | -1.0 | -3 | -2 | 1 | 0 | x | 5 | -1 | -1.0
5 | CC1CC(OC(=O)C(O)c2ccccc2)CC(C)(C)N1C (stereo not drawn) | 11 | -2.6 | -2 | -9 | 2 | 1 | x | 14 | 0 | 0.6
6 | NC(=S)N/N=C/c1coc2cc(Cl)ccc2c1=O | 4 | -2.6 | -5 | 2 | 5 | -3 | 117 | 14 | -5 | 1.4
7 | COc1ccc(-n2nc(C(=O)NCC(=O)NCC3CCCO3)c3ccccc3c2=O)cc1Cl (stereo not drawn) | 13 | -1.9 | -2 | 1 | -3 | 0 | x | 12 | x | -0.8
8 | Cc1nc2ccc(N=NC3=C(O)CC(C)(C)CC3=O)cc2s1 | 10 | -0.3 | -6 | -1 | -1 | 1 | 110 | 2 | 18 | 0.1
9 | CCCS/C(N)=N/N=C/c1ccccc1O | -18 | -0.3 | -1 | 2 | 0 | -1 | 109 | 2 | x | 0.1
10 | COc1ccccc1CNC(=O)C(=O)NCC1OCCN1S(=O)(=O)c1cccs1 (stereo not drawn) | 2 | -1.7 | -16 | -1 | -2 | -3 | 93 | 9 | -1 | -0.3
11 | CCOCCCNS(=O)(=O)c1ccc2c(c1)oc(=O)n2CC(=O)OCC | -3 | -0.7 | -15 | 1 | 6 | -1 | 128 | 4 | x | -1.5
12 | C=CS(=O)(=O)N(Cc1ccc(Cl)c(Cl)c1)C[C@@H](O)CO | -19 | -2.7 | -2 | -2 | 1 | 4 | 102 | 13 | x | -1.1
13 | OCc1nc2ccccc2n1C/C=C/c1ccccc1 | 27 | -2.1 | -11 | 1 | 1 | 2 | 90 | 11 | 0 | -0.1
14 | CC(=O)N1c2ccc(S(=O)(=O)N(C)CC(=O)Nc3ccccc3C)cc2CC1C (stereo not drawn) | 10 | -1.0 | -8 | -3 | 2 | 5 | x | 6 | -1 | -0.9
15 | CCC(=O)N1CCC(C(N)=O)(N2CCCCC2)CC1 | -11 | -2.5 | 2 | -2 | 0 | 1 | 101 | 12 | -1 | 3.0
16 | Cc1cc(C)nc(N2CCC(C(=O)NNC(=O)Cc3ccccc3)CC2)n1 | -12 | -2.7 | 7 | 1 | 0 | -2 | 103 | 14 | 2 | 2.4
17 | Cn1cccc1Cc1nnc(SCC(=O)N2CCCCCC2)n1-c1ccc(F)cc1 | 11 | -1.4 | -17 | -2 | -1 | -5 | 109 | 7 | -5 | 1.1
18 | Cc1cc(C)cc(N(CC(=O)Nc2c(C)n(C)n(-c3ccccc3)c2=O)S(C)(=O)=O)c1 | 5 | -2.4 | -2 | -1 | 2 | -3 | x | 15 | -3 | 1.0
19 | COc1ccccc1N1CCN(Cc2nc(N)nc(Nc3ccccc3)n2)CC1 | 47 | -1.6 | 8 | -5 | -6 | 1 | 99 | 10 | 1 | 0.3
20 | CCC1=NN(C(=O)C(=O)Nc2ccccc2OC)C(O)(C(F)(F)F)C1 (stereo not drawn) | 14 | -3.2 | -8 | 0 | 2 | 3 | 124 | 15 | -5 | 1.7
21 | CCN(CC)S(=O)(=O)c1ccc2c(c1)c(=O)c(C(=O)N1CCN(c3ccccc3)CC1)cn2C | -1 | -0.7 | -3 | -4 | -1 | 4 | 104 | 3 | -4 | -0.1
22 | NS(=O)(=O)c1ccc(CCNC(=O)COC(=O)CCc2ccccc2)cc1 | 7 | -1.5 | -4 | -2 | -4 | 3 | 94 | 8 | -1 | 2.0
23 | O=S(=O)(NCCSc1nnnn1-c1ccccc1)c1cccs1 | 6 | -0.3 | 0 | 3 | 1 | 0 | 109 | 1 | 8 | 0.1
24 | c1ccc(-n2ncc3c(N4CCCCC4)ncnc32)cc1 | 12 | 2.6 | -10 | 3 | 4 | 0 | 95 | -15 | -2 | -1.3
25 | COC(=O)Cn1c(=NC(=O)c2ccc(Cl)s2)sc2cc(F)ccc21 | -7 | -0.1 | -10 | 1 | 2 | -5 | 105 | 1 | 8 | -0.3
26 | O=C(CSc1nc2scc(-c3ccccc3)c2c(=O)[nH]1)N1CCCCC1 | -12 | 0.4 | -2 | -2 | 3 | -2 | 94 | -2 | 0 | -0.5
27 | COC(=O)c1ccc(NC(=O)CSCC(=O)OCC(=O)c2ccc(Br)cc2)cc1 | -4 | -3.5 | -4 | -2 | 7 | 0 | x | 19 | 2 | 0.8
28 | COc1ccc(CCNC(=O)c2ccc(CNc3c(N4CCOCC4)c(=O)c3=O)cc2)cc1OC | -1 | 0.3 | -1 | -2 | -2 | 3 | 107 | -1 | x | -0.1
29 | Cc1ccc(-c2c(C(=O)O)c3ccccc3[nH]c2=O)cc1 | 21 | -0.7 | -7 | -7 | -1 | 4 | 92 | 3 | 2 | -2.6
30 | CCOC(=O)C1CCN(C(=O)CSc2ccccc2)CC1 | -1 | -2.4 | -3 | 5 | -1 | -4 | x | 14 | -7 | -0.1
31 | COc1cccc(CN2CC(C(=O)NCCOc3ccccc3)CCC2=O)c1 (stereo not drawn) | 15 | -1.2 | -6 | -1 | 5 | 1 | 99 | 6 | 4 | 1.3
32 | O=C(O)/C=C/c1cccc(NC(=O)c2ccccc2)c1 | 8 | 1.0 | -14 | 3 | -1 | -2 | 103 | -5 | 2 | -0.5
33 | CCCCc1n[nH]c2c1/C(=N/OCC)CC(C)(C)C2 | 7 | x | x | 0 | x | 3 | 97 | x | -3 | -0.4
34 | C=CCSc1nnc(NC(=O)c2cccc(S(=O)(=O)N3CCOCC3)c2)s1 | 4 | -0.1 | -1 | 3 | 5 | -2 | 102 | 1 | x | -0.5
35 | C[C@H](NC(=O)[C@@H]1CSC2c3ccccc3C(=O)N21)C(=O)NC1CCCCC1 (stereo partly drawn) | 7 | -2.5 | -2 | -4 | -1 | -1 | 108 | 12 | 1 | 1.0
36 | Cc1[nH]c2ccc(C(=O)N3CCCC3)cc2c1C | 46 | -3.2 | 2 | -1 | -3 | 2 | 107 | 16 | 1 | 1.8
37 | COC(=O)CNC(=O)C1CCN(S(=O)(=O)c2cccc3nsnc23)CC1 | -12 | -1.7 | -3 | 3 | -1 | 1 | x | 9 | -1 | 1.7
38 | CC(=O)c1ccc(-c2[nH]c3ccccc3c2CCN2C(=O)c3ccccc3C2=O)cc1 | 17 | 5.2 | 3 | 1 | 2 | 2 | 105 | -24 | -2 | 0.0
39 | O=C(CNC(=O)N1CC(=O)Nc2ccccc21)Nc1nccs1 | 8 | -1.2 | -12 | 0 | 3 | -3 | 91 | 6 | -1 | -1.7
40 | CC1CCCCC1NC(=O)CCCCn1c(=O)[nH]c2ccsc2c1=O (stereo not drawn) | -6 | -1.9 | -9 | 0 | -12 | 5 | x | 12 | -3 | 2.2
41 | CCC(=O)N1CCc2cc(S(=O)(=O)NCCC(=O)N3CCN(c4cccc(C)c4)C(C)C3)ccc21 (stereo not drawn) | -6 | -1.6 | -4 | -4 | -1 | 1 | 104 | 8 | -2 | -0.5
42 | CC(C)CN(C(=O)CSc1nnnn1-c1ccccc1)c1c(N)n(CC(C)C)c(=O)[nH]c1=O | 9 | -1.8 | -5 | -2 | 2 | -3 | 99 | 10 | -2 | -0.2
43 | c1ccc(-c2csc(N3CCN(c4ccccn4)CC3)n2)cc1 | 16 | 5.5 | -10 | 4 | 1 | -3 | 108 | -32 | u | 0.9
44 | COc1cc2ccc3c(CCN(C)C)cc(OC)c(OC)c3c2cc1OC | 7 | -2.5 | 2 | -5 | 2 | -5 | 114 | 12 | -1 | -4.4
45 | COc1cc(C(=O)Nc2ccc(NC(=O)c3ccccc3Cl)nc2)cc(OC)c1OC | 14 | 1.4 | 9 | -1 | -6 | 5 | 91 | -9 | 3 | 0.8
46 | CC(C)(C)c1ccc(SCCc2cccnc2)cc1 | -4 | 3.6 | 0 | -1 | 8 | -1 | 102 | -19 | 18 | -5.7
47 | Cc1ccc(NC(=O)Cc2nnc(SCC(=O)Nc3nncs3)n2C)c(C)c1 | -4 | -0.1 | 0 | 3 | -9 | 3 | x | 0 | -3 | -0.4
48 | CCOc1ccc(NC(=O)N(CCC(C)C)C2CCN(C(C)=O)CC2)cc1 | 22 | -1.1 | -4 | -3 | -5 | 2 | 104 | 6 | x | 0.2
49 | CCOc1ccc(C(=O)Nc2ccc(NC(=O)c3ccco3)c(Cl)c2)cc1Br | 0 | 16 | -6 | -3 | 1 | 2 | 100 | -84 | -6 | 0.4
50 | CCCOc1ccc(NCC(=O)Nc2ccc(C)cc2C)cc1 | -3 | 0.3 | -6 | -3 | -3 | 1 | x | -2 | -8 | -0.2

New compounds follow.
nr | Molecule | Arr AP2 block | MOR-DOR ag | RTF Ca sens inh | V-ATPase pH | RTF Ca sens act | Keap1-Nrf2 PPI | DSG3 Ab inh | OPRM1-OPRD1 inv | Wnt bcat act | LANA DNA inh
51 | Cc1ccc2cc(CCNC(=O)c3ccc(S(=O)(=O)N4CCOCC4)cc3)c(=O)[nH]c2c1C | 2 | -2.0 | -8 | -3 | 2 | 0 | 108 | 8 | -1 | 0.1
52 | Cc1cc(N2C(=O)CC(N3CCN(C(c4ccccc4)c4ccccc4)CC3)C2=O)no1 (stereo not drawn) | 10 | -2.4 | -5 | -5 | 1 | -3 | 98 | 14 | -3 | -1.6
53 | Cc1nc2ccc(NC(=O)Cc3cccs3)cc2s1 | -9 | 1.1 | 3 | 5 | 7 | -5 | 101 | -7 | 61* | 0.3
54 | CCCOc1ccc(/C=C2/C(=O)ON=C2C)cc1Cl | -10 | -0.5 | -2 | 9 | 6 | -4 | 99 | 3 | -2 | -0.6
55 | C=CCn1c(=O)c2c3c(sc2n2c(Nc4ccc(OC)cc4)nnc12)CCCC3 | -2 | -0.8 | -4 | 4 | 1 | -3 | 103 | 5 | -1 | -1.2
56 | COc1ccccc1NS(=O)(=O)c1cc(NC(=O)c2cccs2)ccc1N1CCCC1 | -8 | -0.9 | -2 | 1 | 2 | -3 | 95 | 4 | 3 | -1.6
57 | COc1ccc(-c2cc(-c3ccc(Cl)cc3)n[nH]2)c(O)c1 | 11 | 11 | -4 | 4 | 1 | -3 | 89 | -57 | 41* | -0.1
58 | O=C(NCC(c1cccs1)N1CCOCC1)c1cccc(S(=O)(=O)Nc2ccc(F)cc2)c1 (stereo not drawn) | -1 | 1.7 | -10 | 4 | 3 | -4 | 111 | -7 | -2 | 1.1
59 | Cc1ccc(/C=C/C(=O)OCC(=O)NCCc2ccc(S(N)(=O)=O)cc2)o1 | 51 | -1.8 | -6 | 1 | -3 | -2 | 88 | 9 | -4 | 6.4
